# Source: PubChem BioAssay (several laboratories)
# HIF-2a block – HIF-2a reporter inhibitors, primary screen, luminescence, 786-0 RCC cells; 786-0 RCC cells HIF-2a reporter, luciferase luminescence, overnight; inhibition, % at 18.8 µM; actives 0.72% (n = 360,000);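 active means inhibition of the luminescence signal of 40% or more relative to plate controls, in a single-dose primary screen at 18.75 µM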
# PDI inh – inhibitors of human PDI, primary screen, biochemical, turbidity, single point, plate reader | AID 588391, 2011 | actives 0.052% (n = 350,000) | PDI insulin aggregation turbidity, A650, 90 min | inhibition, % at 10 µM | Protein disulfide-isomerase (Homo sapiens), P07237;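 active means mean inhibition across replicates of 30% or more, whatever share of single replicates reach that level; inconclusive means mean inhibition below 30% while every single replicate reaches 30%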;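 further: absorbance from insulin aggregation driven by PDI reduction with DTT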
# Target sequence (P07237 whole entry, looked up): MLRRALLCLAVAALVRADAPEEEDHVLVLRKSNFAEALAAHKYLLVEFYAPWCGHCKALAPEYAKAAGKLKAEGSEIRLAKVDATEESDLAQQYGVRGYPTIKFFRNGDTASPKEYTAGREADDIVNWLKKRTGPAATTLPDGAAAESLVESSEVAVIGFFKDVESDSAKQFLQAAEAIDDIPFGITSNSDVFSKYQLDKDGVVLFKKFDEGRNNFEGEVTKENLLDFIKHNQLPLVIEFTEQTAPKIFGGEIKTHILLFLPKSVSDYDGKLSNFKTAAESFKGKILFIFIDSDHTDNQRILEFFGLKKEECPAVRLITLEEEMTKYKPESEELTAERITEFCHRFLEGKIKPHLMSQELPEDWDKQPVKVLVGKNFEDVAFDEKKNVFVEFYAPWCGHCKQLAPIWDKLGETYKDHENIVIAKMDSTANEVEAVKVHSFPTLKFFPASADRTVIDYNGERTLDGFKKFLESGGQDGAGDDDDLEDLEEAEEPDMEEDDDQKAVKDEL
# Peg3 promoter – Peg3 promoter-driven luciferase inhibitors, primary screen, cell-based, HeLa, luciferase luminescence; AID 588405, 2011; actives 1.7% (n = 360,000); HeLa PEG-Prom luciferase reporter, overnight; inhibition, % at 20 µM;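 active means inhibition of at least 50% at 20 µM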
# Shn3 3UTR inh – reduction of Shn3 3'UTR firefly luciferase signal, primary screen, Schnurri-3 inhibitor project, cell-based, Clone20 osteoblasts, set 2; Clone20 osteoblast Shn3 3'UTR firefly luciferase, 24 h; inhibition, % at 12.5 µM; actives 0.52% (n = 360,000); AID 588674, 2011;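 active means mean inhibition of at least 75% with every replicate also reaching 75%; inconclusive means mean inhibition at least 75% but some replicate below; inactive means mean inhibition below 75%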;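 further: 0% = median of neutral control wells and 100% = pilot-screen positive control compound; some compounds past the cut are filed as inactive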
# Vif imaging – HIV Vif self-association inhibitors, primary screen, imaging, HEK293T, single point | HEK293T cells, Vif self-association by quenched fluorescence, 24 h | inhibition, % at 7.49 µM | actives 0.35% (n = 340,000); in the data active means inhibition above about 50%, passing the limit was not always enough; inconclusive means no clear call, values can overlap the other calls; inactive means below about 31%; further: some results filed as inactive read as strong as hits
# NR2E3 ag-1 – NR2E3 agonists in two-hybrid cells, primary screen, cell-based, luminescence, CHO-S, Gal4-NCOR/VP16-NR2E3. Photoreceptor-specific nuclear receptor (Homo sapiens), Q9Y5X4. luciferase. inhibition of corepressor binding, % at 3.98 µM. actives 0.35% (n = 360,000). AID 602229, 2012;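 active means inhibition above the mean of all tested compounds plus 3 SD, cut at about 70% in these data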;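 further: 0% = DMSO with NR2E3 transfected cells and 100% = cells lacking NR2E3 construct; higher means lower luciferase signal from less NR2E3 corepressor binding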
# Target sequence (Q9Y5X4 whole entry, looked up, the tested form may be a part): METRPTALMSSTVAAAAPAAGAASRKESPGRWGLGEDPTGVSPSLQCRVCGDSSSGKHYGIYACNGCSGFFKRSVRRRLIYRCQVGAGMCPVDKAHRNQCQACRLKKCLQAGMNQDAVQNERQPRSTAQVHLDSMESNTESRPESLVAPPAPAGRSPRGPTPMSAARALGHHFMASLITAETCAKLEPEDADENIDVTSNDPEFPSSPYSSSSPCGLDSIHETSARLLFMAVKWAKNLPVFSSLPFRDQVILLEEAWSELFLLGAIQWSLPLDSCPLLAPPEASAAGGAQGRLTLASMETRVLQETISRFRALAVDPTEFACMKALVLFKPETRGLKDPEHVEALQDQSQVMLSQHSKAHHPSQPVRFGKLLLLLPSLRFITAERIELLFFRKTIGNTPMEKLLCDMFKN
# TRPM1 prom inh – inhibitors of MITF-dependent TRPM1 promoter reporter, primary screen, cell-based, SK-MEL-5, single point, luciferase | SK-MEL-5 TRPM1 promoter luciferase, 24 h | inhibition, % at 12.5 µM | actives 0.83% (n = 330,000) | AID 488899, 2010;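 active means mean inhibition across replicates of 60% or more, whatever share of single replicates reaches that level; inconclusive means some that reach 60%, reason not given; inactive means mean inhibition across replicates below 60%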; further: values of inactives mirror those of a sister screen read the other way
# NR2E3 ag-2 – inhibitors of NR2E3-RetCOR corepressor binding, primary screen, NR2E3 agonist project, biochemical, TR-FRET, GST-NR2E3, biotin-RetCOR; actives 0.12% (n = 320,000); Photoreceptor-specific nuclear receptor (Homo sapiens), Q9Y5X4; AID 2300, 2010; 1536-well; inhibition of corepressor binding, % at 4.78 µM;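 active means percent inhibition above the cutoff of mean plus 3 SD of all tested compounds, set per screening campaign, cut at about 20% in these data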;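 further: 0% = DMSO wells and 100% = biotin wells as full block of FRET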
#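 System: GST-tagged NR2E3 plus biotinylated RetCOR corepressor; Buffer or medium: pH 7.5 Tris-based buffer; Probe or stimulus: RetCOR corepressor, biotinylated, 7 nM; Doses: compound at 4.8 µM, single dose; Schedule: 5 h incubation at 4 °C; Technique: time-resolved FRET; Evaluation: percent inhibition of TR-FRET ratio; Replication: one well per compound, singlicate testing.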
# CF NFkB inh – inhibitors of PAF-induced NF-kB signaling, primary screen, cell-based, GFP fluorescence, uHTS | KKLEB NF-kB-GFP reporter, GFP fluorescence overnight | inhibition, % at 5 µM | actives 0.86% (n = 360,000) | AID 588850, 2011;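 active means at least 50% inhibition at 5 µM, scaled per plate between neutral and stimulator controls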;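 further: PAF is a Pseudomonas aeruginosa culture filtrate used as stimulus; plate controls were PAF-stimulated DMSO wells for no effect and unstimulated DMSO wells for full effect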
# CaV13 ICDI inh – Disruptors of the CACNA1D IQ motif to Ca2+-dependent inactivation inhibitor domain association, primary screening, Förster resonance energy transfer in intact living … | HEK cells, CFP/YFP FRET ICDI-IQ, plate reader, 10 min; percent FRET-ratio fall versus neutral wells | inhibition, % at 12.3 µM | actives 0.098% (n = 340,000);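 active means mean replicate inhibition of at least 30% and at least 1% of replicates passing that level; inconclusive means only one of the two criteria is met; inactive means neither criterion is met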;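 further: 0% = median of the neutral control wells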
# KKLEB tox – cytotoxicity in KKLEB CF airway cells, primary screen, cytotoxicity control for CF NF-kB inhibitor project, cell-based, uHTS, fluorescence assay plates; KKLEB CF airway cells viability, ATPlite luminescence, overnight; stronger effect = lower value; cells stimulated with P. aeruginosa culture filtrate; activity change (cytotoxicity), % at 5 µM; actives 0.36% (n = 360,000); AID 602141, 2011;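 active means corrected activity change at or below -50% at 5 µM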
# Active calls of the source: *; ? = inconclusive; . = not tested or not shown.
# The opening five compounds (preview)
SMILES,HIF-2a block,PDI inh,Peg3 promoter,Shn3 3UTR inh,Vif imaging,NR2E3 ag-1,TRPM1 prom inh,NR2E3 ag-2,CF NFkB inh,CaV13 ICDI inh,KKLEB tox
Cc1onc(-c2ccccc2)c1C(=O)NCC(O)c1ccccc1 (configuration not stated),17,0,3,0,-10,-17,2,-1,0,-2,4
CC(=O)Nc1ccc(S(=O)(=O)N2CCC(N3CCCC3)CC2)cc1,0,-1,-2,23,1,-15,1,2,17,-10,-9
CCC(C)N(C(=O)COC(=O)CNC(=O)c1sc2ccccc2c1Cl)C1CCS(=O)(=O)C1 (configuration not stated),-48,-2,-41,1,-3,-3,-10,7,2,-2,2
CC(C)CCN(C)c1ccc(/C=N/n2cnnc2)cc1,-3,4,-8,10,.,2,-4,-2,-5,-5,-9
CCC(CC)C(=O)c1c[nH]c(C(=O)NC2CCCCCC2)c1,-52,1,-10,19,.,-19,0,4,20,.,-26

# All compounds of this part, previewed entries included:
SMILES,HIF-2a block,PDI inh,Peg3 promoter,Shn3 3UTR inh,Vif imaging,NR2E3 ag-1,TRPM1 prom inh,NR2E3 ag-2,CF NFkB inh,CaV13 ICDI inh,KKLEB tox
Cc1onc(-c2ccccc2)c1C(=O)NCC(O)c1ccccc1 (configuration not stated),17,0,3,0,-10,-17,2,-1,0,-2,4
CC(=O)Nc1ccc(S(=O)(=O)N2CCC(N3CCCC3)CC2)cc1,0,-1,-2,23,1,-15,1,2,17,-10,-9
CCC(C)N(C(=O)COC(=O)CNC(=O)c1sc2ccccc2c1Cl)C1CCS(=O)(=O)C1 (configuration not stated),-48,-2,-41,1,-3,-3,-10,7,2,-2,2
CC(C)CCN(C)c1ccc(/C=N/n2cnnc2)cc1,-3,4,-8,10,.,2,-4,-2,-5,-5,-9
CCC(CC)C(=O)c1c[nH]c(C(=O)NC2CCCCCC2)c1,-52,1,-10,19,.,-19,0,4,20,.,-26
Cc1ccc(S(=O)(=O)c2c(C)c(C)c(C)[nH]c2=O)cc1,14,15,0,13,3,5,-20,0,5,-5,11
COc1cc2c(cc1OC)C(c1cccc([N+](=O)[O-])c1)N(C(=O)c1ccc(F)cc1)CC2 (configuration not stated),9,6,-30,5,21,-34,-18,-1,-2,.,-3
CC(=O)Nc1ccc(S(=O)(=O)NCCSCc2c(Cl)cccc2Cl)cc1,12,2,16,31,-11,62,14,1,-5,-6,8
CCCn1c(SCC(=O)c2c(N)n(C3CC3)c(=O)[nH]c2=O)nc2cc(S(N)(=O)=O)ccc21,3,-12,-15,3,-18,-6,0,2,10,-2,14
CC1CCCN(C(=O)CN2C(=O)C(C)Oc3ccccc32)C1 (configuration not stated),9,20,10,17,-3,-2,-1,-3,11,-3,1
COc1ccc(NC(=S)N2CCC(c3nc4ccccc4[nH]3)CC2)c(OC)c1,18,2,8,5,?,-4,6,0,-12,-8,16
COCCNC(=O)CCCn1c(=O)c2cc(OC)c(OC)cc2n(CC(=O)Nc2ccc(C)c(F)c2)c1=O,-2,5,4,.,-15,-12,3,3,-1,-3,5
COc1cc(NC(=O)c2cc(CC(C)C)on2)c(OC)cc1Cl,14,.,1,-7,-2,-35,10,0,5,-4,14
CS(=O)c1ccccc1-c1nc(-c2cccc(Cl)c2)no1 (configuration not stated),-245,-1,-162,-43,-5,-65,-35,-1,-16,-5,-10
COc1cc(/C=N/NC(=O)c2cc(C)n(-c3ccc(F)cc3)c2C)cc(OC)c1O,0,5,1,17,-2,7,4,1,6,7,9
CCOC(=O)C(=CNNc1ccccc1)C(=O)OCC,8,3,10,-21,0,4,-1,-2,6,-5,5
CC/C(=N\NC(=O)c1cc(C2CC2)[nH]n1)c1ccccc1,-14,-14,-263,-51,-3,-13,-66,-5,-4,-15,3
Cc1c(C(=O)NCc2ccccc2C(F)(F)F)sc(=O)n1Cc1ccc2ccccc2c1,20,12,15,-27,0,-3,.,.,-8,-10,-12
COc1cccc(N2CCN(Cc3nnnn3C3CCCCC3)CC2)c1,10,2,8,4,-3,-3,-1,0,-10,-5,7
C=CCc1cc(/C=N/NC(=O)CSc2nnc(CCCc3ccc(OC)cc3)o2)cc(OC)c1O,13,-9,10,-8,1,-4,-7,-2,-12,-5,2
CCCC(=O)NC(Nc1ccc(S(=O)(=O)Nc2cc(C)on2)cc1)(C(F)(F)F)C(F)(F)F,8,6,7,-15,-8,2,8,-3,11,-2,-12
COCC(=O)Nc1sc2c(c1C(=O)OC)C(C(=O)OC)CC2 (configuration not stated),-3,2,2,-2,7,-6,12,-1,4,-2,7
Cc1ccc(-n2c(CNc3ccc(F)cc3)nnc2SCC(N)=O)cc1,24,1,27,5,-17,7,-3,0,0,.,-10
Cc1ccccc1NS(=O)(=O)c1ccc(OCCNS(C)(=O)=O)cc1,8,1,7,20,4,9,5,0,-1,-5,12
COc1ccc(C(NC(=O)C2CCN(CCCc3ccccc3)CC2)c2cccs2)cc1 (configuration not stated),0,-4,3,-26,14,9,.,.,-5,-5,-7
# Later entries
SMILES,HIF-2a block,PDI inh,Peg3 promoter,Shn3 3UTR inh,Vif imaging,NR2E3 ag-1,TRPM1 prom inh,NR2E3 ag-2,CF NFkB inh,CaV13 ICDI inh,KKLEB tox
O=C(OCC(=O)N1CCCCCC1)c1n[nH]c(=O)c2ccccc12,9,-11,7,-6,-5,-32,-14,0,-12,-5,7
CC1(C(=O)N2CCCCC2)CCN1C(=O)Cc1ccc(-c2ccccc2)cc1 (configuration not stated),-2,?,0,11,2,-28,.,.,5,-9,-15
CN1CCN(c2ccc(C(CC(N)=O)NC(=O)Cc3ccc(Br)cc3)cc2[N+](=O)[O-])CC1 (configuration not stated),0,-8,3,9,.,-23,8,1,-4,-11,0
COC(=O)c1ccc(Nc2ncnc3c2cnn3-c2cccc(C)c2)cc1,-66,-11,-41,5,-14,-23,.,-1,-4,-6,4
CC1CCCC(NC(=O)COC(=O)c2cccnc2Cl)C1C (configuration not stated),6,7,11,-8,.,-2,-3,-1,8,-18,-8
CCOc1ccc2nc(NC(=O)Cn3cnc4c3c(=O)n(C)c(=O)n4C)sc2c1,-86,-2,-68,-32,.,-8,-16,1,-10,-9,-18
CCN(c1ccccc1)S(=O)(=O)c1ccc(Cl)c(NC(=O)COC(=O)c2ccc[nH]c2=O)c1,15,11,-5,-13,12,5,-5,1,0,-15,1
CCOc1cc(S(=O)(=O)N(CC)CC)ccc1Cl,14,-6,11,-10,1,-12,-12,1,-7,-6,-6
CC(C)c1ccc(S(=O)(=O)N2CCN(C(=O)c3cccc(S(=O)(=O)N4CCOCC4)c3)CC2)cc1,8,-3,23,32,-7,-10,2,.,11,-16,8
Cc1cc(C)nc(SC2c3cccc4cccc(c34)C2NS(=O)(=O)c2ccccc2)n1 (configuration not stated),15,-1,20,-2,-7,-25,-9,3,0,-2,16
COCCNC(=O)Cn1nc(C(F)(F)F)cc1C,4,0,6,-13,.,-11,2,-2,-4,-10,1
O=C(CNS(=O)(=O)c1ccc(Br)cc1Cl)OCC(=O)c1ccc[nH]1,10,-1,8,-1,-3,25,4,-1,10,-15,8
Cc1nnc(SCC(=O)Nc2ccc(Cl)cn2)n1Cc1ccccc1,5,-1,6,4,-5,5,-2,3,13,-5,1
Cc1cccc(N(CC(=O)N2CCCC2)S(=O)(=O)c2ccccc2)c1C,5,-1,13,17,.,-12,2,1,-25,.,8
CC(/C=C/c1ccco1)=N\NC(=O)CNc1ccc2ccccc2c1,-20,-1,4,-3,-15,-37,22,-3,-12,1,-3
CCn1c(SCC(=O)c2ccc(CNC(C)=O)o2)nnc1-c1cccs1,12,-5,9,-9,2,14,12,-5,-5,-3,8
CCc1cc2c(C)ccc(C)c2nc1SCC(=O)Nc1cc(C)on1,16,1,17,8,-11,-17,8,7,23,-7,-2
Nc1ccc2oc(=O)c3ccccc3c2c1,-84,1,-129,-15,0,12,-78,2,-1,.,-15
COc1ccc(-c2csc3ncnc(N4CCN(c5cccc(OC)c5)CC4)c23)cc1,10,2,38,56,-4,-21,3,2,44,-9,4
CCCC(=O)N1CCN(c2ccc(NC(=O)c3ccc([N+](=O)[O-])o3)cc2)CC1,94*,-6,100*,44,30,51,89*,.,90*,0,-63*
CCOc1ccc(-n2c(SCC(=O)Nc3cc(C)on3)nnc2-c2c[nH]c3ccccc23)cc1,-98,-7,3,-26,-6,-21,5,0,16,-5,-36
Cc1cc([N+](=O)[O-])cc2ncccc12,14,14,-6,-8,2,-8,-10,3,4,-1,2

# Results in Vif imaging and KKLEB tox (3 entries from above):
canonical_smiles	Vif imaging	KKLEB tox
CC(/C=C/c1ccco1)=N\NC(=O)CNc1ccc2ccccc2c1	-15	-3
Cc1cccc(N(CC(=O)N2CCCC2)S(=O)(=O)c2ccccc2)c1C	.	8
CN1CCN(c2ccc(C(CC(N)=O)NC(=O)Cc3ccc(Br)cc3)cc2[N+](=O)[O-])CC1 (configuration not stated)	.	0
